Screening results deposited in PubChem BioAssay by Small Molecule Screening Facility, UW Madison.
RMI FANCM FP: inhibitors of human RMI core complex binding to FANCM MM2. Fluorescence polarization, RMI core complex with F-MM2 peptide; active compounds read low. FP signal (polarization) at 33 µM. hit rate 0.58% among 70,000. AID 1159607; in the data active means FP signal below about 40; further: inactives centre near 61; strong numbers were not always called active; unit not given here
Active calls of the source: *; & = joins results of further samples.

Screening CCn1nnc2c(N3CCN(C(=O)c4ccco4)CC3)ncnc21 returned RMI FANCM FP 54.
`COC(=O)c1ccc(NC(=O)CSc2nnc3n2CCN3c2ccc(C)cc2)cc1` gave RMI FANCM FP 52.
Screening CSCCC(CC(=O)O)NC(=O)c1cccs1 (configuration not stated) returned RMI FANCM FP 63.
For Cn1ncc2c(NNC(=S)Nc3ccc(F)cc3F)ncnc21 the results were RMI FANCM FP 53.
For Cc1cc(C)c(Nc2ncnc(N)n2)c(C)c1 the results were RMI FANCM FP 54.
CC(=O)Nc1ccc(N=C2NC(=O)/C(=C\c3ccc(C)o3)S2)cc1 was read as RMI FANCM FP 92.
For Cc1oc(-c2ccc(Cl)cc2)cc1C(=O)Nc1cc(-c2ccc(Cl)cc2)nn1-c1ccc(F)cc1 the results were RMI FANCM FP 65.
Cc1cc(NC(=O)CSc2ncc(-c3ccc(Cl)cc3)o2)ccc1Br was read as RMI FANCM FP 112.
Cc1cc(C)c(S(=O)(=O)NCCC(C)C)c(C)c1N(C)S(C)(=O)=O was read as RMI FANCM FP 64.
`Cc1[nH]c2ccccc2c1C(Nc1nc2c(s1)CCCC2)c1ccccn1` (configuration not stated) gave RMI FANCM FP 61.
Screening CCOC(=O)CCC(=O)Nc1c(C(=O)Nc2ccc3c(c2)OCO3)oc2ccccc12 returned RMI FANCM FP 57.
Screening CC1CC(C)CN(c2ccc(S(N)(=O)=O)cc2[N+](=O)[O-])C1 (configuration not stated) returned RMI FANCM FP 48.
Screening COc1cccc(C(=O)Nc2ccc(-c3nnc(C)o3)cc2)c1 returned RMI FANCM FP 67.
`O=C(N/N=C\c1cccc(Oc2ccccc2)c1)C12CC3CC(CC(C3)C1)C2` gave RMI FANCM FP 64.
CNC(=O)CSc1nc(-c2ccccc2)c(NC(=O)c2cccs2)s1 was read as RMI FANCM FP 62.
Screening COC(=O)c1ccc(S(=O)(=O)N2CCNCC2)cc1 returned RMI FANCM FP 59.
`CC(=O)c1ccc(C(=O)Nc2ccccc2C#N)cc1` gave RMI FANCM FP 56.
`O=C(Nc1ncnc2c1CCC2)c1cccc(F)c1` gave RMI FANCM FP 58.
O=C(O)CCC(NC(=O)OCc1ccccc1)C(=O)O (configuration not stated) was read as RMI FANCM FP 63.
`CNC(=O)C1Cc2ccccc2N1C(=O)Nc1c(F)cccc1F` (configuration not stated) gave RMI FANCM FP 53.
Cc1c(CC(=O)N(C)C)sc2ccccc12 was read as RMI FANCM FP 48.
For CSc1scc2c1/C(=N\OC(=O)Nc1ccc(Cl)cc1)CC(C)(C)C2 the results were RMI FANCM FP 52.
`O=C1CS(=O)(=O)N(Cc2c(F)cccc2Cl)c2ccccc21` gave RMI FANCM FP 48.
For O=C(CCn1nnc2ccccc21)N/N=C\c1cccc(Cl)c1 the results were RMI FANCM FP 56.
`O=C(OCc1cc(-c2cccs2)on1)c1cccs1` gave RMI FANCM FP 56.
Screening O=C(c1ccco1)N1CCN(C(=O)C2CCN(c3ccc(-c4ccccc4)nn3)CC2)CC1 returned RMI FANCM FP 61.
Screening Cc1ccc(-c2cc(Cc3cccn3-c3ccc(Cl)cc3)c(=O)[nH]n2)cc1 returned RMI FANCM FP 150.
`CC1=CC(=O)C(C(C)C)=CC1=O` gave RMI FANCM FP 64.
For CCn1nc(C(=O)Nc2ccccc2)cc1C the results were RMI FANCM FP 62.
For CCCS(=O)(=O)Cc1nnc(-c2cccs2)o1 the results were RMI FANCM FP 65.
COc1ccc(CNC(=O)N(c2ccccc2)c2ccccc2)c(OC)c1 was read as RMI FANCM FP 64.
CC(=O)C(C)=O was read as RMI FANCM FP 53.
Screening Nc1c(C(=O)c2ccccc2)oc2nc(-c3ccccc3)cc(-c3cccs3)c12 returned RMI FANCM FP -3.
Cc1cc(=O)c(OCc2ccccc2F)cn1CC(=O)NCc1ccco1 was read as RMI FANCM FP 54.
For COc1ccc(C(=O)Cn2cnc3c(cnn3C3CCS(=O)(=O)C3)c2=O)cc1 (configuration not stated) the results were RMI FANCM FP 66.
For CC1CCc2c(sc3nc(SCC(=O)NCC4CCCO4)n(-c4ccccc4)c(=O)c23)C1 (configuration not stated) the results were RMI FANCM FP 117.
For O=S(=O)(c1cccs1)N1CCC(c2nc(-c3ccccn3)no2)CC1 the results were RMI FANCM FP 53.
Screening CC(Oc1ccccc1F)C(=O)N1CCN(c2ccc3nncn3n2)CC1 (configuration not stated) returned RMI FANCM FP 69.
`CC(=O)c1ccc(OCc2ncc(C(F)(F)F)cc2Cl)cc1` gave RMI FANCM FP 54.
Screening Cc1cc(C)cc(OCCNS(=O)(=O)c2ccccc2Cl)c1 returned RMI FANCM FP 63.
COCC(=O)N1CCCc2ccc(NS(=O)(=O)c3cc(F)ccc3F)cc21 was read as RMI FANCM FP 69.
`C=CCNC(=S)NCc1ccco1` gave RMI FANCM FP 63.
For Cc1cc(S(=O)(=O)NCC(c2ccsc2)N2CCOCC2)ccc1F (configuration not stated) the results were RMI FANCM FP 69.
`C=CCn1c(=NC(=O)CN2C(=O)CCC2=O)sc2cc(C(=O)OCC)ccc21` gave RMI FANCM FP 63.
Screening CCOC(=O)/C(C#N)=C/N=C(N/N=C(/C)c1cc2ccccc2o1)SC returned RMI FANCM FP 58.
O=C(Cc1ccc(F)cc1)NCC1CCN(Cc2ccco2)CC1 was read as RMI FANCM FP 73.
O=C(Nc1ccccc1F)N1CCN(c2ccc3nnc(-c4ccco4)n3n2)CC1 was read as RMI FANCM FP 71.
For O=C(Cn1ccn(-c2cccc3ccccc23)c(=O)c1=O)Nc1ccc(Br)cc1F the results were RMI FANCM FP 53.
For CC(C)Cn1c(SCc2nc(-c3ccccc3Cl)no2)nc2ccsc2c1=O the results were RMI FANCM FP 68.
Screening CCCN=C(C1=C(O)C(=O)N(c2ccccc2)C1=O)c1ccccc1 returned RMI FANCM FP 53.
For COc1cc(C)c(C)cc1S(=O)(=O)Nc1ccc2c(c1)N(C)C(=O)C(C)(C)CO2 the results were RMI FANCM FP 66.
For O=C(Cc1cccc2ccccc12)NCCOc1ccc2c(c1)OCO2 the results were RMI FANCM FP 63.
CCOC(=O)c1c(NS(=O)(=O)c2ccc(C)cc2)sc2c1CCCC2 was read as RMI FANCM FP 57.
`CCOc1cc(/C=N\NC(=O)c2cc(-c3ccco3)[nH]n2)ccc1O` gave RMI FANCM FP 69.
`COCC(=O)N1CCCc2ccc(NS(=O)(=O)c3ccc(OC)c(Cl)c3)cc21` gave RMI FANCM FP 72.
For COCCN1CCC(CNC(=O)Cc2ccc(F)cc2)CC1 the results were RMI FANCM FP 72.
`O=C(CSc1nnc2n1CCN2c1ccc(F)cc1)NCc1ccccc1Cl` gave RMI FANCM FP 56.
Screening O=C(CSc1nnc2ccccn12)c1ccc2c(c1)OCCO2 returned RMI FANCM FP 73.
C=Cc1ccc(CSc2nccn3nc(-c4ccccc4)cc23)cc1 was read as RMI FANCM FP 65.
`O=C(Cn1nc(-c2ccccc2)c2sc(N3CCCC3)nc2c1=O)Nc1ccc(F)c(Cl)c1` gave RMI FANCM FP 65.
O=C(CCCSc1ccc(NC(=O)C2CC2)nn1)NCC1CCCO1 (configuration not stated) was read as RMI FANCM FP 64.
CC(C)c1cc(NN)n2ncc(-c3ccccc3)c2n1 was read as RMI FANCM FP 57.
CCc1nnc(NC(=O)CSc2nnc(NC(=O)Nc3ccccc3)s2)s1 was read as RMI FANCM FP 54.
For O=C(Nc1c(F)cc(F)cc1Br)c1ccc(Cl)c(Cl)c1 the results were RMI FANCM FP 55.
Screening COc1ccc(-c2c(C)oc3cc(OCCN4CCN(Cc5ccccc5)CC4)ccc3c2=O)cc1 returned RMI FANCM FP 62.
Screening O=C(CSc1ncnc2ccccc12)Nc1ccc(Cl)c(Cl)c1 returned RMI FANCM FP 96.
For CC1CCN(C(=O)CN2CCN(Cc3nc(-c4ccc(F)cc4)cs3)CC2)CC1 the results were RMI FANCM FP 60.
`COc1ccc(S(=O)(=O)Nc2ccc3c(c2)C(=O)Nc2cc(C)ccc2O3)cc1Cl` gave RMI FANCM FP 56&67.
For O=C(Nc1ccc(N2CCCC2=O)cc1)c1ccc(C(F)(F)F)cc1 the results were RMI FANCM FP 53.
`O=c1c2cc(-c3ccc(Cl)cc3)nn2ccn1Cc1cccc(F)c1` gave RMI FANCM FP 64.
`CC(C)c1cc(=O)[nH]c(=S)[nH]1` gave RMI FANCM FP 68.
`O=C(Nc1ccc2c(c1)N(C(=O)c1cccs1)CC2)c1ccc2c(c1)OCO2` gave RMI FANCM FP 73.
CCCc1cc(=O)[nH]c(-n2nc(C)cc2NC(=O)C(C)(C)CCl)n1 was read as RMI FANCM FP 68.
For O=C(CS(=O)(=O)c1ccc(Cl)s1)NCc1ccco1 the results were RMI FANCM FP 67.
For O=C(Nc1cccnc1)c1csc2nc(-c3ccc(F)cc3)cn12 the results were RMI FANCM FP 80.
`COc1ccccc1C(=O)Nc1nnc(-c2ccc(SC)cc2)o1` gave RMI FANCM FP 64.
For C=CCn1c(SCC(=O)NCc2ccco2)nc2scc(-c3ccc(F)cc3)c2c1=O the results were RMI FANCM FP 83.
`O=C(O)CCC(=O)Nc1ccc(Br)cn1` gave RMI FANCM FP 52.
O=C1CC2Sc3ccccc3N=C2N1Cc1ccccn1 (configuration not stated) was read as RMI FANCM FP 58.
For CC(=O)N1CCC2(CC1)CC(O)c1ccccc1O2 (configuration not stated) the results were RMI FANCM FP 70.
`COc1ccc(CCC(=O)NCC(c2cccn2C)N2CCc3ccccc3C2)cc1` (configuration not stated) gave RMI FANCM FP 60.
Screening Cc1cnc(NS(=O)(=O)c2ccc(Cl)cc2)c(Br)c1 returned RMI FANCM FP 60.
CCOCCn1c(=NC(C)=O)sc2cc(Br)ccc21 was read as RMI FANCM FP 63.
For CC(C)(C)C(=O)Nn1cnc2c(cnn2C(C)(C)C)c1=O the results were RMI FANCM FP 62.
Screening COc1ccc2c(c1)c(CC(=O)O)c(C)n2C(=O)c1ccccc1 returned RMI FANCM FP 57.
For CCOC(=O)Cc1csc(=Nc2ccc(C)cc2)n1CCO the results were RMI FANCM FP 54.
`Cc1cc(S(=O)(=O)Nc2cccnc2)c(C)cc1Br` gave RMI FANCM FP 64.
`N#C/C(=C\c1ccc2c(c1)OCO2)c1cccs1` gave RMI FANCM FP 54.
COc1ccc(C2C(C#N)=C(C)NC(C)=C2C#N)cc1 was read as RMI FANCM FP 45.
O=C(Nc1nnc(-c2ccncc2)o1)c1ccccc1Cl was read as RMI FANCM FP 61.
For CCc1cccc2sc(NC(=O)c3ccn(C)n3)nc12 the results were RMI FANCM FP 68.
Screening COc1ccc(S(=O)(=O)c2c(C)cc(C)n(CC(=O)Nc3cc(Cl)ccc3OC)c2=O)cc1 returned RMI FANCM FP 79.
`O=C(c1c(F)cccc1Cl)N1CCN(c2ccc3nnc(C4CC4)n3n2)CC1` gave RMI FANCM FP 62.
O=C(CSC(=S)N1CCSCC1)c1ccc(Cl)cc1 was read as RMI FANCM FP 59.
`O=C(CNC(=O)c1ccc(Cl)cc1)c1ccc(Cl)cc1` gave RMI FANCM FP 60.
For CS(=O)(=O)c1ccc(Nc2nc(C(=O)NC3CCCC3)cs2)cc1 the results were RMI FANCM FP 62.
Screening Cc1ccc2nc(NC(=O)c3ccc(=O)n(C)n3)sc2c1 returned RMI FANCM FP 61.
`CC(=O)N1CCc2ccc(NC(=O)COc3ccc(C)cc3)cc21` gave RMI FANCM FP 68.
`CC1(C)OC[C@@H]([C@H](O)[C@H](O)[C@H]2COC(C)(C)O2)O1` gave RMI FANCM FP 56.
`Cc1ccccc1OCC(=O)NCCc1csc2nc(-c3cccs3)nn12` gave RMI FANCM FP 54.
Screening O=C(Nc1ccc(Oc2cccc(C(F)(F)F)c2)nc1)c1cccs1 returned RMI FANCM FP 54&62.
For COCCN(CCOC)S(=O)(=O)c1ccc(C(=O)Nc2sccc2C(N)=O)cc1 the results were RMI FANCM FP 61.
`CC(=O)c1ccc2c(N)c(C(=O)Nc3cc(Cl)cc(Cl)c3)sc2n1` gave RMI FANCM FP 58.
Screening CN1C(=O)c2cccc(NC(=O)c3cccc(C(F)(F)F)c3)c2C1=O returned RMI FANCM FP 56.
`CN1CCN(C(CNS(C)(=O)=O)c2ccc(N(C)C)cc2)CC1` (configuration not stated) gave RMI FANCM FP 59.
CCN1C(=O)Cc2cc(N)ccc21 was read as RMI FANCM FP 68.
N#Cc1ccc(OCC(F)(F)F)c(C#N)c1OCC(F)(F)F was read as RMI FANCM FP 57.
`COc1ccc(NC(=O)CSc2nnc(-c3cccn(C)c3=O)n2C)c(OC)c1` gave RMI FANCM FP 67.
COc1cc2c(cc1OC)CN(C(=O)CSc1nnc3scc(-c4ccc(Cl)cc4)n13)CC2 was read as RMI FANCM FP 64.
Cc1ccc(C)c(N2CCN(C(=O)c3cn(-c4cccc(Cl)c4)nn3)CC2)c1 was read as RMI FANCM FP 59.

Some of the compounds tested (hit frequency here may not be typical).
